NF-kB expr up: compounds increasing NF-kB expression in human neuronal cells; NF-kB reporter expression; hits give high values; fold change at 12.5 µM; 190,000 tested, 1.6% active; in the data active = fold change above about 3.3
STAT1 inh: inhibitors of IFN-gamma induced STAT1 signaling; inhibition, % at 5.5 µM; 200,000 tested, 0.35% active; NIH 3T3 STAT1-luciferase reporter, luminescence;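 active = inhibition above a set limit, the mean inhibition across all tested compounds plus 3 SD, cut at about 34% in these data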;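 also: 0% = IFN-gamma with DMSO and 100% = IFN-gamma with 300 µM nifuroxazide; values of inactives mirror those of a sister screen read the other way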
STAT1 act: increases IFN-gamma driven STAT1 reporter signal. NIH 3T3 STAT1-luciferase reporter, luminescence; 100% = IFN-gamma alone, no compound. activation (% of control), % at 5.5 µM. 200,000 tested, 2.6% active. AID 932;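 active = activation above the screen-wide mean activation plus 3 SD, cut at about 130% in these data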;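 also: raw ratio to IFN-gamma control signal so 100% means no change and 0% no light; values of inactives mirror those of a sister screen read the other way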
Hsp70 activator: switches on Hsp70 transcription; 200,000 tested, 0.04% active; activation, % at 10 µM; AID 1203; HeLa Hsp70 promoter luciferase reporter, luminescence; scaled: vehicle 0, proteasome-inhibitor control 100%;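 active = activation above the mean across all tested compounds plus 3 SD, cutoff set per campaign, cut at about 5.5% in these data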;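 also: 100% = MG132 at 30 µM as the positive control and 0% = DMSO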
STAT3 blocker: inhibitors of IL-6 induced STAT3 signaling. U3A cells, IL-6 STAT3-luciferase reporter, luminescence; host cell line lacks STAT1. inhibition, % at 5.5 µM. 190,000 tested, 0.89% active. AID 862;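 active = inhibition above the mean inhibition across all screened compounds plus 3 SD, cut at about 44% in these data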;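 also: 0% = DMSO only wells and 100% = 100 µM nifuroxazide control wells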
FLuc inhib CS: counter-screen for luciferase assay inhibitors: firefly luciferase inhibition; ATPLite firefly luciferase biochemical luminescence, 10 min; inhibition, % at 10 µM; 200,000 tested, 1.5% active;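 active = inhibition above about 50% when tested at 10 µM, limit read from the data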
Target sequence (P08659 whole entry, looked up): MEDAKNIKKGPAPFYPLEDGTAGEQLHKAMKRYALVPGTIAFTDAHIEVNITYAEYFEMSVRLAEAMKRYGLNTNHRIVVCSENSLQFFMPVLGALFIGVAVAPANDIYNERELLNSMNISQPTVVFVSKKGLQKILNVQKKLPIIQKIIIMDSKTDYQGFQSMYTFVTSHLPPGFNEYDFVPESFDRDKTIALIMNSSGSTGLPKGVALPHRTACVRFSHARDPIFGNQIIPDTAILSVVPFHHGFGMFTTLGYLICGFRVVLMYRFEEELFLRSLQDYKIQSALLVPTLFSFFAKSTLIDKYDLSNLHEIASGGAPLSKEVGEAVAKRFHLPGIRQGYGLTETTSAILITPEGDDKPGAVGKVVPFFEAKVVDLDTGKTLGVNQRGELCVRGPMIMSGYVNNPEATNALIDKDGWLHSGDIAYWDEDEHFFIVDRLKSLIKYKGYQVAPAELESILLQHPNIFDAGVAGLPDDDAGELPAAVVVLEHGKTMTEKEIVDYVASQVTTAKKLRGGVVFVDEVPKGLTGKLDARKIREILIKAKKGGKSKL
APP 5'UTR act: APP 5'UTR luciferase reporter activation; SH-SY5Y APP 5'UTR luciferase reporter, luminescence; zero percent = DMSO vehicle wells; activation, % at 2 µM; 190,000 tested, 1% active; AID 1276;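 active = activation above a set limit, based on mean plus 3 SD of controls, cut at about 140% in these data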; also: values of inactives mirror those of a sister screen read the other way
APP transl inh: APP translation inhibition | AID 1285 | 190,000 tested, 0.82% active | inhibition, % at 2 µM | SH-SY5Y APP 5'UTR-luciferase reporter, luminescence;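 active = inhibition above a set limit, derived from the sample mean plus 3 SD, cut at about 45% in these data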; also: values of inactives mirror those of a sister screen read the other way
STAT3 act: STAT3 signaling activation. 190,000 tested, 0.91% active. U3A cells, IL-6 STAT3-luciferase reporter, luminescence; 100% = signal with IL-6 EC80 alone. activation (% of control), % at 5.6 µM;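 active = activation above the screen-wide mean of compound activation plus 3 SD, cut at about 130% in these data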;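 also: 0% = background luminescence of wells with medium and substrate only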
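Test system: human U3A cells carrying STAT3-luciferase construct; control set: IL-6-only wells as 100% reference; timing: compound pre-incubation 1 h before IL-6, then 6 h stimulation at 37 °C; also added: IL-6 stimulus at 33 ng/mL final; evaluation: % activation versus median of IL-6-stimulated wells; detection: reporter luminescence signal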
RAM network inh: blocks the yeast RAM network | S. cerevisiae dse1pr::URA3 reporter, 5-FOA growth OD615, 2 d; analog-sensitive cbk1-as2 kinase mutant strain | inhibition, % at 50 µM | 190,000 tested, 1.8% active | AID 868;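 active = inhibition above a set limit, 3 SD over mean compound inhibition, cut at about 8.4% in these data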;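 also: 0% = DMSO-only wells with no growth and 100% = 10 µM 1-NA-PP1 full growth; inhibition rescues growth on 5-FOA so higher OD means more RAM inhibition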
An asterisk follows results filed as active; . = not tested or not shown.

Fields – NF-kB expr up	STAT1 inh	STAT1 act	Hsp70 activator	STAT3 blocker	FLuc inhib CS	APP 5'UTR act	APP transl inh	STAT3 act	RAM network inh
COc1ccc(/C(N)=N/OC(=O)CSc2ccc(C)cc2)cc1
→ 1.3	-2	102	0.1	4	-3	9	-9	98	0.0
COc1cc(C2=NOC(C(=O)N3CCCCCC3)C2)cc(OC)c1OC (stereo unspecified)
→ 1.2	2	98	0.2	5	-1	-4	4	99	0.6
CC(C)(C)NC(=O)C(=O)NN=C1CCCCCCCCCCC1
→ 1.2	-6	103	-0.4	2	-3	-5	5	104	1.0
Cc1c(C)c2ccc(OC3CCCCC3=O)cc2oc1=O (stereo unspecified)
→ 1.1	-1	102	-0.1	8	-5	-8	8	97	2.3
COc1ccc(Cc2nc(=S)[nH][nH]2)cc1Br
→ 1	10	91	-0.2	22	1	7	-6	88	4.7
Cc1ccc(Cl)cc1Nc1nc(-c2sc(NC(=O)c3ccccc3)nc2C)cs1
→ 1.1	-10	109	-0.1	16	-2	13	-13	89	9.3*
COCCNC(=O)c1ccc(CS(=O)(=O)c2ccccc2)o1
→ 0.94	5	95	-0.4	-9	-6	-4	4	112	1.8
Clc1ccccc1N=C1NN=C(c2cccs2)CS1
→ 4.3*	-48	143*	-0.3	-11	25	183*	-183	111	0.5
Cc1ccc(S(=O)(=O)N(C)CC(=O)Nc2nc3ccccc3s2)cc1
→ 0.96	-3	103	-0.1	-17	0	6	-6	118	0.9
COc1ccc(C(=O)NC(NC(=O)c2ccc(OC)c(OC)c2)c2ccccc2F)cc1OC
→ 1.2	7	93	0.5	8	-3	-5	4	96	1.5
CC(=O)Nc1ccc2nc(-c3ccccc3)cn2c1
→ 7.6*	-58	155*	0.1	10	70*	170*	-170	91	1.6
Nc1c(Nc2ccccc2)c2ccccc2oc1=O
→ 0.95	6	94	-0.1	4	-2	9	-9	99	9.8*
CCCC(C(=O)NC(C)(C)C)N(CC1CCCO1)C(=O)c1snc(C(N)=O)c1N (stereo unspecified)
→ 1.1	4	98	-0.2	1	-4	-5	5	104	0.0
O=C(Cc1ccc2c(c1)OCCO2)N1CCN(S(=O)(=O)c2cccc(Cl)c2Cl)CC1
→ 0.82	0	100	0.1	1	-1	2	-2	102	2.3
Cc1cc(C(=O)N/N=C/c2cccn2C)n[nH]1
→ 1.5	-13	112	-0.1	2	5	14	-14	100	1.0
C#CCOCCOCCOCCNc1nc(N2CCOCC2)nc(N2CCN(C(=O)[C@H](CCCCN)n3cc([C@@H](N)C(C)CC)nn3)CC2)n1 (stereo partly specified)
→ 1.1	-2	103	-0.2	.	-11	-9	9	.	0.4
CCN(Cc1cc2cc(C)ccc2[nH]c1=O)C(=O)c1cccc(OC)c1
→ 0.88	1	99	-0.4	11	-8	-8	8	95	-0.8
CCOC(=O)c1c(-c2cccs2)csc1N
→ 0.96	-4	102	-0.2	6	-3	-12	12	97	0.2
CCC(C)(C)NC(=O)CN(Cc1ccccc1Cl)C(=O)CCC(=O)Nc1cc(C)ccn1
→ 1.2	0	100	-0.1	4	-7	-1	1	102	2.3
CCOc1ccc(N(CC(N)=O)S(=O)(=O)c2ccc(F)cc2)cc1
→ 1.2	-4	110	-0.3	4	-1	8	-8	99	1.8

An excerpt from above in order of molar mass, descending.
Fields – NF-kB expr up	STAT1 inh	STAT1 act	Hsp70 activator	STAT3 blocker	FLuc inhib CS	APP 5'UTR act	APP transl inh	STAT3 act	RAM network inh
C#CCOCCOCCOCCNc1nc(N2CCOCC2)nc(N2CCN(C(=O)[C@H](CCCCN)n3cc([C@@H](N)C(C)CC)nn3)CC2)n1 (stereo partly specified)
→ 1.1	-2	103	-0.2	.	-11	-9	9	.	0.4
Cc1ccc(S(=O)(=O)N(C)CC(=O)Nc2nc3ccccc3s2)cc1
→ 0.96	-3	103	-0.1	-17	0	6	-6	118	0.9
COc1cc(C2=NOC(C(=O)N3CCCCCC3)C2)cc(OC)c1OC (stereo unspecified)
→ 1.2	2	98	0.2	5	-1	-4	4	99	0.6
CCOc1ccc(N(CC(N)=O)S(=O)(=O)c2ccc(F)cc2)cc1
→ 1.2	-4	110	-0.3	4	-1	8	-8	99	1.8
COc1ccc(/C(N)=N/OC(=O)CSc2ccc(C)cc2)cc1
→ 1.3	-2	102	0.1	4	-3	9	-9	98	0.0
COCCNC(=O)c1ccc(CS(=O)(=O)c2ccccc2)o1
→ 0.94	5	95	-0.4	-9	-6	-4	4	112	1.8
CC(=O)Nc1ccc2nc(-c3ccccc3)cn2c1
→ 7.6*	-58	155*	0.1	10	70*	170*	-170	91	1.6

The listing continues:
Fields – NF-kB expr up	STAT1 inh	STAT1 act	Hsp70 activator	STAT3 blocker	FLuc inhib CS	APP 5'UTR act	APP transl inh	STAT3 act	RAM network inh
Cc1ccc2oc(=O)c3cnn(CC(=O)N4CCCCCC4)c3c2c1
→ 1.1	-2	102	-0.2	3	-3	0	0	105	3.0
OC(CN1C2=NCCN2c2ccccc21)c1ccc2c(c1)OCO2 (stereo unspecified)
→ 1.4	-2	102	-0.3	-1	-8	9	-9	106	-0.6
O=c1[nH]cnc2c1oc1ccccc12
→ 1.5	-14	113	-0.2	-16	-1	10	-10	118	-0.5
Cc1cc(C)n(C(=O)CCCCCCCCC(=O)n2nc(C)cc2C)n1
→ 1.3	6	95	0.3	-6	-9	-3	3	107	3.2
O=C(CCCOc1ccc(Cl)cc1Cl)N/N=C/c1ccco1
→ 1.4	3	95	-0.3	4	3	-2	2	98	3.6
CC(C)(C)C1=NN(C(=O)c2ccccc2)C(O)(C(C)(C)C)C1 (stereo unspecified)
→ 1.2	-3	103	-0.6	6	-3	7	-7	101	10*
Cc1ccc2cc3cc(C(=O)NCc4ccc5c(c4)OCO5)oc3nc2c1
→ 1.2	-5	105	-0.6	27	-2	6	-6	83	-0.1
CCCCCCC(=O)Nc1ccc(Cl)cn1
→ 1.7	-12	111	-0.6	0	-5	23	-23	101	-0.5
CC(C)CC(=O)Nc1ccc(C(=O)NN2C(=O)c3ccccc3C2=O)cc1
→ 1.3	0	100	-0.3	0	-5	17	-17	104	3.7
Cc1ccc(C(=O)C2CCN(CC(=O)Nc3ccc(N(C)C)cc3)CC2)cc1
→ 1	2	99	0.0	2	-2	8	-8	101	0.9
CCOc1ccc(/C=C(\C#N)C(=O)c2c(C)[nH]c3ccccc23)cc1OC
→ 1.2	0	100	-0.2	-6	-6	-17	17	103	3.3
O=S(=O)(/C=C/c1ccccc1)Oc1ccccc1
→ 0.98	15	86	-0.1	27	-2	21	-21	77	-1.3
Clc1ccccc1-c1nnc2sc(C3COc4ccccc4O3)nn12 (stereo unspecified)
→ 0.88	1	96	0.8	0	-7	-1	1	102	-0.1
Cc1[nH]c2ccccc2c1C(=O)CSc1ncn[nH]1
→ 0.64	-3	103	-0.2	20	-6	10	-10	86	2.9
Cc1ccc(NC(=O)Cn2cnc3sc(C(=O)NCCN(C)C)c(C)c3c2=O)cc1Cl
→ 1.1	-7	106	-0.1	-17	-7	-17	17	116	0.0
Oc1c(C(Nc2ccccn2)c2ccccn2)ccc2cccnc12 (stereo unspecified)
→ 7*	5	94	-0.2	14	-2	-26	26	93	1.1
Cc1nc2ncnn2c(C)c1Cc1cccc(F)c1
→ 1.2	-2	101	-0.1	4	-8	-3	4	106	1.0
COc1ccc(/C(N)=N/OC(=O)c2ccc(C)c([N+](=O)[O-])c2)cc1OC
→ 1.3	-3	103	0.1	15	4	15	-15	90	0.9
COc1cc(/C=N/NC(=O)C(=O)N2CCCC2)ccc1O
→ 0.84	7	97	-0.1	7	-7	-8	8	102	0.6
Cc1[nH]c2ccccc2c1C(=O)C(=O)N1CCCc2ccccc21
→ 0.51	-2	102	-0.4	-9	0	11	-11	108	0.9

Other records follow.
Fields – NF-kB expr up	STAT1 inh	STAT1 act	Hsp70 activator	STAT3 blocker	FLuc inhib CS	APP 5'UTR act	APP transl inh	STAT3 act	RAM network inh
CC(C)N(C(=O)CSc1nnc(NC(=O)c2cccs2)s1)C(C)C
→ 1.5	1	102	-0.1	1	0	-6	6	101	-1.2
O=C(NCCNC1CCC(c2ccccc2)CC1)c1ccc(F)cc1 (stereo unspecified)
→ 0.72	7	92	-0.2	4	-3	-4	4	99	2.7
C/C(=N\NC(=O)CCCNc1ccc(C)cc1)c1ccccn1
→ 2.3	-2	102	-0.5	0	-6	-31	31	101	-0.3
CCC1CCCCN1C(=O)COc1cccc2c1CCN(C)C2=O (stereo unspecified)
→ 0.99	6	94	-0.3	15	0	-6	6	97	0.4
CCOC(=O)C1CCN(c2nc3cc(OC)ccc3cc2C#N)CC1
→ 1.3	-1	101	-0.1	23	-4	1	-1	82	-0.5
CCCOc1ccc(/C=N/NC(=O)CSCc2ccc([N+](=O)[O-])cc2)cc1OCC
→ 1.1	-1	101	0.0	1	-5	-3	3	102	5.5
CCNC(=S)NCCN1CCCCC1
→ 1.2	-1	101	-0.1	-2	-8	0	0	102	-0.1
Cc1ccccc1NC(=O)C1CC(Cl)=CCC1C(=O)O (stereo unspecified)
→ 1.5	6	94	-0.3	9	-1	0	0	95	0.5
COc1cc(OC)c(OC)cc1/C=N/NC(=O)c1cccc(S(=O)(=O)N2CCOCC2)c1
→ 0.96	7	94	-0.1	-2	0	12	-12	102	1.5
O=C(COC(=O)c1cccc(F)c1)Nc1cccnc1Cl
→ 1	5	97	-0.3	15	-8	15	-15	92	1.7
COCCNC(=O)c1ccccc1-c1nc(-c2ccccc2OC)no1
→ 0.99	-6	106	-0.5	-7	9	1	-1	108	0.3
O=C(COc1ncnc2ccccc12)NCc1ccco1
→ 1.5	-3	102	-0.2	-3	0	17	-17	105	1.0

Screening results from PubChem BioAssay.

Hits appear at their usual frequency, and some 7.7% of all compounds hit somewhere here.
